Source: PubChem (several laboratories)
TR-FRET SRC-2 ct: TR-FRET signal artefacts, primary screen, artefact control for PPARgamma SRC-2 agonist project, biochemical | hit rate 0.4% among 200,000 | AID 1049, 2008 | TR-FRET ratio at 8 µM | TR-FRET artefact counter-screen; hits give high values; in the data active = TR-FRET ratio above about 2000; also: inactives centre near 1500
TNAP act hi DEA: TNAP activators at high phosphate acceptor level, primary screen, biochemical, luminescence, uHTS. purified TNAP, CDP-star luminescence, 1 M DEA, 30 min; hits give high values; 0 = EDTA background, 1 = DMSO-only activity. activation factor at 20 µM. 200,000 tested, under 10 active;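 active = activation factor at least 2 at 20 µM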
Target sequence (P05186 whole entry, looked up): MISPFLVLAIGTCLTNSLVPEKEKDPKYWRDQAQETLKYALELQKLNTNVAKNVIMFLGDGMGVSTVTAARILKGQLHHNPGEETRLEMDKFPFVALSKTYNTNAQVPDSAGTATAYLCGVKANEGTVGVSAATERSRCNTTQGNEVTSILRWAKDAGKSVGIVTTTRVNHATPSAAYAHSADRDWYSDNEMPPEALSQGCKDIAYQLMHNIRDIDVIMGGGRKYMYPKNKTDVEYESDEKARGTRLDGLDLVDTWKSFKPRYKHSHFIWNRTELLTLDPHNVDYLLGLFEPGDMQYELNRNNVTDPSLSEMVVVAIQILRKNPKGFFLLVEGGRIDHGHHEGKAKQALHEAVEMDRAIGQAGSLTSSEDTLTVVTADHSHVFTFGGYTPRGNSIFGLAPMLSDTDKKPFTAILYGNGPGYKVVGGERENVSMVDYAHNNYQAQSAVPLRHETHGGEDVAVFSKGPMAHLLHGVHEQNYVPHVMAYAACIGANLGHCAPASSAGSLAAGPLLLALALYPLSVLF
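system = human TNAP | amount = enzyme diluted 1/800 final | reagent = 100 µM CDP-star substrate | signal = luminescent substrate turnover signal | dosing = one dose, 20 µM | benchmarks = EDTA negative control, DMSO positive control | measure = activation factor | timing = 30 min reaction, room temperature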
TNAP inh no acc: human TNAP enzyme inhibitors, primary screen, biochemical, luminescent, no phosphate acceptor, uHTS; purified TNAP, CDP-star luminescence, 30 min; inhibition, % at 20 µM; hit rate 0.26% among 200,000; AID 1012, 2008;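 active = tissue-nonspecific alkaline phosphatase inhibition above about 50% at 20 µM in the single-dose screen, limit read from the data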;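 also: 0% = DMSO negative control and 100% = EDTA positive control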
PPARg SRC3 recr: PPARgamma agonists recruiting SRC-3 coactivator, primary screen, biochemical | AID 731, 2007 | Peroxisome proliferator-activated receptor gamma (Homo sapiens), P37231 | activation, % at 8 µM | biochemical PPARgamma/SRC-3 coactivator recruitment assay | hit rate 0.26% among 200,000; in the data active = activation above about 23%;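 also: 0% = DMSO and 100% = reference agonist; some compounds past the cut are filed as inactive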
Target sequence (P37231 whole entry, looked up): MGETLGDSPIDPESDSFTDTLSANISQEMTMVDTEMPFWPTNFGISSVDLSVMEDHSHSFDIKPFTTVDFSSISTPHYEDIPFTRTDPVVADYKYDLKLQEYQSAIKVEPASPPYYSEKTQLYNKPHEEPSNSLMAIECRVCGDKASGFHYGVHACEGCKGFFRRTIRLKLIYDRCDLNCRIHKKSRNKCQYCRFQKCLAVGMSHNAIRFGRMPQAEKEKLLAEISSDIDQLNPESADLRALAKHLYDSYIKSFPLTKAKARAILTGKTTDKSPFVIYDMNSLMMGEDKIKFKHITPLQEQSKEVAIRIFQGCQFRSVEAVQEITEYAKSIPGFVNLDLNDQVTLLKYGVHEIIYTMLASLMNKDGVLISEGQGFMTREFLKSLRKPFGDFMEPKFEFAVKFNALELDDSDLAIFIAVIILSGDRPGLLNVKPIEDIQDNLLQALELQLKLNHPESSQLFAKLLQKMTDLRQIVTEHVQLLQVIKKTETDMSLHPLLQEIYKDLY
bIAP inhibitor: bovine intestinal alkaline phosphatase inhibitors, primary screen, selectivity assay for TNAP inhibitor project, biochemical, bovine IAP, CDP-star luminescence; alkaline phosphatase, intestinal [Bos taurus]; purified bovine IAP, 30 min; inhibition, % at 20 µM; 190,000 tested, under 10 active;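 active = over 50% inhibition of intestinal alkaline phosphatase at 20 µM in the single-dose screen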
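System: purified bovine intestinal alkaline phosphatase (IAP) enzyme; Input: IAP diluted 1/65,000,000 in the well; Measured by: CDP-star luminescence signal; Compound dosing: 20 µM single dose; Incubation: 30 min reaction at room temperature.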
PPARg SRC2 recr: agonists of PPARg-SRC-2 recruitment, primary screen, biochemical, HTS. PPARgamma LBD-SRC-2 recruitment. activation, % at 8 µM. hit rate 0.34% among 200,000. AID 1032, 2008; in the data active = activation above about 22%;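 also: 0% = vehicle and 100% = reference agonist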
TNAP inh hi DEA: human TNAP enzyme inhibitors, primary screen, biochemical, luminescent, high phosphate acceptor level, uHTS. Alkaline phosphatase, tissue-nonspecific isozyme (Homo sapiens), P05186. hit rate 0.03% among 200,000. inhibition, % at 20 µM. AID 1135, 2008. purified TNAP, CDP-star luminescence, 1 M DEA;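 active = over 50% inhibition of tissue-nonspecific alkaline phosphatase at 20 µM in the single-dose screen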;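 also: plate controls were DMSO wells for no effect and EDTA-quenched wells as full inhibition for full effect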
PPARg SRC1 recr: PPARgamma agonists recruiting SRC-1 coactivator, primary screen, biochemical; PPARgamma-SRC-1 coactivator recruitment biochemical assay; Peroxisome proliferator-activated receptor gamma (Homo sapiens), P37231; hit rate 0.41% among 200,000; activation, % at 8 µM; in the data active = activation above about 19%;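 also: 0% = DMSO and 100% = reference agonist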
bIAP act: bovine intestinal alkaline phosphatase activators, primary screen, biochemical, bovine IAP, CDP-star luminescence | alkaline phosphatase, intestinal [Bos taurus] | purified bovine IAP, 30 min; hits give high values; fold of DMSO-control signal, blank-subtracted | activation factor at 20 µM | hit rate 0.17% among 200,000 | AID 1016, 2008;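 active = activation factor of 2 or more at 20 µM, a signal rise over negative controls twice the positive control's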
Efa HMGR inh: inhibitors of E. faecalis class II HMGR, primary screen, biochemical, Enterococcus faecalis | purified E. faecalis HMGR, NADPH absorbance 340 nm kinetic | inhibition, % at 10 µM | hit rate 0.41% among 190,000 | AID 1066, 2008;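 active = inhibition above a set limit, the median over all tested compounds plus 3 SD, cut at about 9.5% in these data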;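 also: enzyme runs in reverse so mevalonate oxidation gives rising NADPH absorbance; 0% = complete reaction with DMSO and 100% = background rate lacking mevalonate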
Active calls of the source: *; · = no result given. Rows are unselected (roughly 1.6% active in at least one column).

SMILES	TR-FRET SRC-2 ct	TNAP act hi DEA	TNAP inh no acc	PPARg SRC3 recr	bIAP inhibitor	PPARg SRC2 recr	TNAP inh hi DEA	PPARg SRC1 recr	bIAP act	Efa HMGR inh
CC(C)C(NC(=O)OCc1ccccc1)C(=O)OCC(=O)NC1CC1 (stereo not drawn)	1439	1	-14	1	-7	7	-3	0	1.1	-1
CCc1ccc(C(=O)Nc2nnn(CC)n2)cc1	1603	1	-6	-14	6	4	-3	-4	0.9	2
CCOc1cc(/C=C/c2cc(C(F)(F)F)[nH]c(=O)n2)ccc1O	1664	0.9	14	8	15	7	12	-1	0.8	2
CC(=O)Nc1ccc(C(=O)CSc2nnc3scc(-c4ccccc4)n23)cc1	1429	1	-9	6	11	2	-5	6	0.9	-6
COc1ccc(-c2cc(C(F)(F)F)nc(SCC(=O)Nc3sc4c(c3C#N)CCC4)n2)cc1	1602	1	-2	-4	20	-2	-2	5	0.8	2
COc1ccc(CCNC(=O)CCS(=O)(=O)c2ccc(Br)cc2)cc1OC	1644	1	-9	-5	-17	-2	-1	4	1.2	-3
COc1ccc(-c2c(C)n([O-])c3c([n+]2=O)CCCCC3)cc1	1668	1	-6	3	47	4	0	8	0.5	1
COc1cc(NC(=O)NCc2ccncc2)cc(OC)c1OC	1557	1	-13	6	-2	10	-4	1	1	0
Cc1cc(C)cc(N(CC(=O)NCC2CCCO2)C(=O)CCC(=O)Nc2cc(C)on2)c1 (stereo not drawn)	1492	1	-9	-7	-2	2	1	8	1	0
O=C(/C(=C/O)N=Nc1ccc(Cl)cc1)c1ccncc1	1662	1	8	-3	5	3	0	0	1	1
O=C(NC(=S)Nc1ccc(CN2CCOCC2)cc1)c1ccc([N+](=O)[O-])cc1	1540	1	16	-5	24	2	-1	4	0.8	-3
CS(=O)(=O)c1ccc2nc(NC(=O)C3CCCO3)sc2c1 (stereo not drawn)	1594	1	-12	0	-4	-2	-3	1	1	-2
O=C(Nc1nnc(Cc2ccc([N+](=O)[O-])cc2)s1)Nc1ccccc1F	1519	1.1	-7	4	10	2	-7	2	0.9	-2
O=C(CSc1nc2ccccc2[nH]1)N1CCN(c2ccccc2)CC1	1581	1	-13	3	-4	4	-2	6	1	0
CCC(C)(C)NC(=O)Cc1ccc(OC)c(OC)c1	1297	1	3	-5	-6	-4	-1	2	1.1	-5
CC(C)(C)c1cc(NS(=O)(=O)c2ccc3c(c2)OCCO3)on1	1496	1	-2	-4	-7	4	-2	-2	1.1	-6
Cc1c(C(=O)Oc2cccc3ccccc23)cnn1-c1ccccc1	1421	1	-5	-5	8	2	-1	-1	0.9	-7
COc1cc2c(cc1OC)CN(CC(=O)Nc1ccc3c(c1)OC(F)(F)O3)CC2	1505	1	-8	-7	28	-1	-3	-2	0.7	-2
O=C(CCNS(=O)(=O)c1cccc2nonc12)N1CCN(c2cccc(Cl)c2)CC1	1549	1	-2	8	-9	6	-2	6	1.1	-8
COc1cc(/C=C/C(C)=O)cc(OC)c1OC	1588	1	-8	7	6	9	-3	-1	0.9	-3
CCOC1(c2ccccc2)OC(=O)c2ccccc21 (stereo not drawn)	1401	1	-10	-2	-5	-1	-2	-1	1	0
O=Cc1cnc(N2CCN(Cc3ccccc3)CC2)s1	1605	1.1	-4	1	-10	2	-8	7	1.1	-1
CC(CO)N1CCS(=O)(=O)CC1 (stereo not drawn)	1601	1	-17	0	6	6	-5	5	0.9	-2
CCOc1ccc(NC(=O)CN2CCN(CC(=O)Nc3ccc4c(c3)OCCO4)CC2)cc1	1414	1.1	-5	-1	-13	1	-8	-2	1.1	0
CCOC(=O)c1cc(-c2ccc(OC)cc2)n(CCC(=O)NCCN2CCC(C)CC2)c1C	1476	1	-12	1	-15	8	-3	4	1.1	2
The listing continues.
SMILES	TR-FRET SRC-2 ct	TNAP act hi DEA	TNAP inh no acc	PPARg SRC3 recr	bIAP inhibitor	PPARg SRC2 recr	TNAP inh hi DEA	PPARg SRC1 recr	bIAP act	Efa HMGR inh
CC(C)Cn1c(=S)[nH]c2ccccc2c1=O	1585	1	-8	-2	-1	-2	0	4	1	-2
O=C(Nc1cccc(F)c1)N1CC=C(n2c(=O)[nH]c3ccccc32)CC1	1492	1	-1	9	-16	12	-2	8	1.2	-2
Cc1ccc(NC2Sc3ccccc3NC2=O)cc1 (stereo not drawn)	1756	1	-2	12	-34	4	-2	6	1.3	7
CC(C)c1nc2sc3c(=O)n(N)cnc3c2c2c1COC(C)(C)C2	1582	1	-6	1	-6	4	-2	5	1.1	-5
CC(=O)Oc1ccc(C(=O)[C@H]2[C@H]3C(=O)N(c4ccc(C)cc4)C(=O)[C@H]3[C@@H]3C=CC=NN32)cc1	1753	1	-13	-2	15	3	3	7	0.9	-5
CCOC(=O)C1(CC2CCCCO2)CCN(C(=O)NCc2ccccc2)CC1 (stereo not drawn)	1509	1.1	-12	0	5	0	-8	-1	1	3
COc1ccc(/C=N/NC(=O)c2cc(C)n(-c3ccccc3)c2C)cc1OC	1848	1.1	-120	4	-28	11	-6	11	1.3	-1
Cc1cc(N2CCN(C(=O)c3ccco3)CC2)n2nc(C)c(-c3ccc(Cl)cc3)c2n1	·	1.1	-11	·	-13	·	-10	·	1.1	·
COc1ccc(C)cc1NC(=O)CCS(=O)(=O)c1cccc2nonc12	1505	1.1	0	-9	6	1	-9	-1	0.9	3
O=C(/C=C/c1cccc(Cl)c1)NCc1ccncc1	1551	0.9	6	-2	0	0	13	9	1	-5
Cc1cc(/C=N/NC(=O)c2ccccn2)c(C)n1-c1cccc([N+](=O)[O-])c1	1571	1	-24	0	-22	6	-3	3	1.2	1
CC(=O)c1ccc(NC(=O)COC(=O)CCC(=O)c2cccs2)cc1	1617	1	-23	0	2	-1	-1	1	1	3
CCCn1c(C)cc(/C=C(\C#N)C(=O)OCC(=O)NC(=O)NC(C)(C)C)c1C	1542	0.9	5	3	1	3	7	-5	1	-2
Clc1ccc(CNc2ccc3nnc(-c4ccccc4)n3n2)cc1	1519	1.1	-9	2	17	12	-7	1	0.8	-3
CCCNC(=O)COC(=O)c1cccnc1Nc1ccccc1F	1577	1	11	2	5	18	2	2	0.9	1
O=S(=O)(Nc1cc(Sc2cccc3cccnc23)c(O)c2ccccc12)c1ccc(F)cc1	1547	0.9	32	3	-8	6	6	4	1.1	2
O=S(=O)(NCCC1=CCCCC1)c1cccc(S(=O)(=O)N2CCOCC2)c1	1837	1	-9	-5	0	2	-4	4	1	0
Clc1ccc(C2=NCCN2)cc1	1729	1	-7	3	8	3	-4	4	0.9	-7
CCOc1cccc(C2C(C#N)=C(N)Oc3cc(C)oc(=O)c32)c1OCC (stereo not drawn)	1448	1	25	2	10	-6	-4	-5	0.9	-2
CC(=O)Nc1ccccc1NC(=O)CN(C)S(=O)(=O)c1ccc(C)cc1	1624	1.1	-7	-8	5	1	-6	-3	0.9	-1
CC(C)/C=N\NC(=O)CCCCC(=O)N/N=C/C(C)C	1690	1	-11	6	39	6	0	1	0.6	0
O=C(COC(=O)c1ccc(CO)cc1)Nc1ccc(OC(F)F)cc1	1534	1.1	-4	-3	-8	2	-7	-3	1.1	-2
COCc1cc(Sc2ccc(Br)cc2)nc(-c2ccccc2)n1	1453	1	-9	-5	13	1	-4	2	0.9	-2
Fc1cccc(F)c1CSc1nc2ccccc2[nH]1	1351	1	-8	5	25	3	-1	-1	0.7	-1
COc1ccccc1COCC(O)CNCC1(N2CCCCC2)CCCCC1 (stereo not drawn)	1747	1	-8	14	-5	0	3	3	1	0
The listing continues.
SMILES	TR-FRET SRC-2 ct	TNAP act hi DEA	TNAP inh no acc	PPARg SRC3 recr	bIAP inhibitor	PPARg SRC2 recr	TNAP inh hi DEA	PPARg SRC1 recr	bIAP act	Efa HMGR inh
CCn1c(C)c(/C=N/Nc2nc3ccccc3s2)c2ccccc21	1496	1	-6	9	-8	15	-1	6	1.1	6
COc1ccc(S(=O)(=O)N2CCC(C(=O)Nc3ccccc3C)CC2)c2cccnc12	1272	1	-14	4	-5	2	-3	-2	1.1	1
COc1ccc(CNC(=O)COC(=O)/C=C/c2cccc(Br)c2)cc1OC	1714	1	-7	0	-15	3	-4	-5	1.1	1
Cc1ccc2c(c1)N(CC(=O)NCc1cccs1)C(=O)CO2	1419	1	-12	-3	6	-2	-5	5	0.9	0
O=C(NC12CC3CC(CC(C3)C1)C2)C1CC(=O)N(c2ccccc2)C1 (stereo not drawn)	1523	1	-8	0	13	6	-2	-8	0.9	-1
COc1cccc(OCCCn2cc(/C=C3/C(=N)N4C=C(C)SC4=NC3=O)c3ccccc32)c1	1722	0.9	3	3	37	0	14	10	0.6	5

Laid out differently: 9 of the compounds above
canonical_smiles | TR-FRET SRC-2 ct | TNAP act hi DEA | TNAP inh no acc | PPARg SRC3 recr | bIAP inhibitor | PPARg SRC2 recr | TNAP inh hi DEA | PPARg SRC1 recr | bIAP act | Efa HMGR inh
CC(=O)Nc1ccccc1NC(=O)CN(C)S(=O)(=O)c1ccc(C)cc1 | 1624 | 1.1 | -7 | -8 | 5 | 1 | -6 | -3 | 0.9 | -1
CC(C)/C=N\NC(=O)CCCCC(=O)N/N=C/C(C)C | 1690 | 1 | -11 | 6 | 39 | 6 | 0 | 1 | 0.6 | 0
O=C(COC(=O)c1ccc(CO)cc1)Nc1ccc(OC(F)F)cc1 | 1534 | 1.1 | -4 | -3 | -8 | 2 | -7 | -3 | 1.1 | -2
COCc1cc(Sc2ccc(Br)cc2)nc(-c2ccccc2)n1 | 1453 | 1 | -9 | -5 | 13 | 1 | -4 | 2 | 0.9 | -2
Fc1cccc(F)c1CSc1nc2ccccc2[nH]1 | 1351 | 1 | -8 | 5 | 25 | 3 | -1 | -1 | 0.7 | -1
COc1ccccc1COCC(O)CNCC1(N2CCCCC2)CCCCC1 (stereo not drawn) | 1747 | 1 | -8 | 14 | -5 | 0 | 3 | 3 | 1 | 0
CCn1c(C)c(/C=N/Nc2nc3ccccc3s2)c2ccccc21 | 1496 | 1 | -6 | 9 | -8 | 15 | -1 | 6 | 1.1 | 6
COc1ccc(S(=O)(=O)N2CCC(C(=O)Nc3ccccc3C)CC2)c2cccnc12 | 1272 | 1 | -14 | 4 | -5 | 2 | -3 | -2 | 1.1 | 1
COc1ccc(CNC(=O)COC(=O)/C=C/c2cccc(Br)c2)cc1OC | 1714 | 1 | -7 | 0 | -15 | 3 | -4 | -5 | 1.1 | 1
